L major viab – reduces viability of Leishmania major promastigotes | actives 9% (n = 200,000) | resazurin fluorescence viability | inhibition, % at 10 µM;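 further: promastigotes grown with compound for 44 hours at 28 °C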
TLR4 MyD88 comp – TLR4-MyD88 interaction inhibition in cells; AID 861; HeLa CL3-4 TLR4/MyD88 BLA complementation, FRET ratio; inhibition, % at 8.4 µM; actives 0.18% (n = 200,000); O00206+Q99836; in the data active means inhibition above about 25%;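 further: 0% = vehicle and 100% = reference inhibitor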
Target sequence (O00206 whole entry, looked up): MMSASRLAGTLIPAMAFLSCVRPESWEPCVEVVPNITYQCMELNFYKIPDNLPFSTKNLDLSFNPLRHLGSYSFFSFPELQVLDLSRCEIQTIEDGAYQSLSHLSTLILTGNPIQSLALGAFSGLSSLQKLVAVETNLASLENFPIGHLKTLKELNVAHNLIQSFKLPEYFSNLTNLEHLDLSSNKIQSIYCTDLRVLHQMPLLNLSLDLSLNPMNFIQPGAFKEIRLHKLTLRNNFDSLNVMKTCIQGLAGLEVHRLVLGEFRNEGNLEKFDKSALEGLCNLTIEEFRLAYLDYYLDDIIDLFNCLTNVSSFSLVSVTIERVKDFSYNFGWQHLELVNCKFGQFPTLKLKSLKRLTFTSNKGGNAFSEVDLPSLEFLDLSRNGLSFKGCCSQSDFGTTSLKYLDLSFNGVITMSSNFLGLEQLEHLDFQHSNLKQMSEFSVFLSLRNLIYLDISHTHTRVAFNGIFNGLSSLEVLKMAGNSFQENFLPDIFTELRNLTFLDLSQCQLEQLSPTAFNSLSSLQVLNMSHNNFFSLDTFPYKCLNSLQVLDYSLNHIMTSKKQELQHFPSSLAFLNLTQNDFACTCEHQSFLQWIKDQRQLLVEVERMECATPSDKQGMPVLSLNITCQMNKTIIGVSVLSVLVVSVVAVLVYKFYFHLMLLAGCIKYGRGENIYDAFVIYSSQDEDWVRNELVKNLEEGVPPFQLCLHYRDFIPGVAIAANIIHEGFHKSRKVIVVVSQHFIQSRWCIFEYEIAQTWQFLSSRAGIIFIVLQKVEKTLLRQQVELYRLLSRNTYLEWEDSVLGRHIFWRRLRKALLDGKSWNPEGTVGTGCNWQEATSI
Target sequence (Q99836 whole entry, looked up): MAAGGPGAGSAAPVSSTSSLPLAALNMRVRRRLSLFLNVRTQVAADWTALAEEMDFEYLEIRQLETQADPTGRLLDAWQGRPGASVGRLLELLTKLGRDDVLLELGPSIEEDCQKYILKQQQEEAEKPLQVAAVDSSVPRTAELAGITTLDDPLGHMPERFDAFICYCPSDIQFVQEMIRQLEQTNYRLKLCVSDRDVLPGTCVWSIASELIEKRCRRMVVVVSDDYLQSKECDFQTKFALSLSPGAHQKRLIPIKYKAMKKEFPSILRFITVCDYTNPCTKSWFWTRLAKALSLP
G6PDH counter – inhibits Leuconostoc G6PDH, flagging false hits in G6PDH-based assays; inhibition, % at 5 µM; AID 1020; actives 0.12% (n = 200,000); Purified L. mesenteroides G6PDH, diaphorase/resazurin coupled fluorescence, 45 min
PMI act hi M6P – PMI (human) activation, high substrate. P34949. coupled PMI enzyme assay, resazurin fluorescence, 20 min; active compounds read high; 1 = untreated enzyme, 0 = substrate-free blank. activation factor at 20 µM. actives 0.34% (n = 190,000). AID 1216;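 active means activation factor of 2 or more at 20 µM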
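Test system – human PMI in coupled enzyme assay · Timing – 20 min incubation at room temperature · Detection – Diaphorase-driven resazurin-to-resorufin fluorescence, excitation 544, emission 590 nm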
RAM inhibit – yeast RAM network inhibition. AID 868. S. cerevisiae dse1pr::URA3 reporter, 5-FOA growth OD615, 2 d; analog-sensitive cbk1-as2 kinase mutant strain. actives 1.8% (n = 190,000). inhibition, % at 50 µM;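 active means inhibition above a set limit, 3 SD over mean compound inhibition, cut at about 8.4% in these data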;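 further: 0% = DMSO-only wells with no growth and 100% = 10 µM 1-NA-PP1 full growth; inhibition rescues growth on 5-FOA so higher OD means more RAM inhibition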
Hsp70 activator – switches on Hsp70 transcription; HeLa Hsp70 promoter luciferase reporter, luminescence; scaled: vehicle 0, proteasome-inhibitor control 100%; activation, % at 10 µM; actives 0.04% (n = 200,000);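 active means activation above the mean across all tested compounds plus 3 SD, cutoff set per campaign, cut at about 5.5% in these data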;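 further: 100% = MG132 at 30 µM as the positive control and 0% = DMSO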
S1P3 antag – blocks the human S1P3 receptor | inhibition, % at 4.98 µM | actives 0.27% (n = 170,000) | AID 485 | CHO S1P3 NFAT-BLA reporter, FRET fluorescence, antagonist mode;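 active means inhibition above the plate cutoff, the mean inhibition of test wells on that plate plus 3 SD, cut at about 28% in these data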;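 further: cells challenged with S1P at its EC80 of 0.8 µM; blue over green emission ratio from cleaved BLA substrate after 4 h stimulation; 0% = S1P-stimulated wells and 100% = unstimulated DMSO-only wells; some compounds past the cut are filed as inactive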
Diaphorase act – counter-screen for diaphorase-based assays: diaphorase activators and chemical reducers; Diaphorase/resazurin coupled assay, resorufin fluorescence, 16 min; active compounds read high; 1 = vehicle wells, 0 = NADH-free wells; activation factor at 20 µM; actives 0.005% (n = 190,000);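 active means diaphorase activity raised at least twofold by the compound at 20 µM; inactive means activation factor below 2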
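Test system: Clostridium kluyveri diaphorase, purified enzyme. Buffer or medium: 50 mM HEPES pH 7.4 buffer plus MgCl2 and Tween 20. Also added: 0.114 mM NADH and 0.1 mM resazurin, final amounts. Dosing: compound 20 µM once, DMSO 1%. Schedule: 16 min enzyme reaction, ambient temperature. Detection: fluorescence of resorufin, 544 nm excitation, 590 nm emission.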
Diaph inh CS – diaphorase inhibition or chemical oxidation counter-screen. diaphorase resazurin-to-resorufin fluorescence, NADH, 16 min; bacterial (C. kluyveri) enzyme, not human. inhibition, % at 20 µM. actives 0.69% (n = 190,000);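 active means primary screen inhibition at 20 µM above a set limit, cut at about 50% in these data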;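 further: plate controls were DMSO with full reaction for no effect and wells lacking NADH for full effect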
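Detection: fluorescence of resorufin formed from resazurin, Ex 544/Em 590 nm; test system: Clostridium kluyveri diaphorase enzyme; amount: 0.14 U/mL diaphorase, enzyme working solution; times: 16-min room-temperature incubation before reading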
PMI activator – increases human mannose-6-phosphate isomerase activity; P34949; purified human PMI, coupled resazurin fluorescence, 20 min; active compounds read high; 1 = vehicle control, 0 substrate-free wells; activation factor at 20 µM; actives 0.005% (n = 190,000); AID 1214;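 active means activation factor of 2 or more at 20 µM, relative to plate controls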
Redox H2O2 prof – compounds producing H2O2 with reducing agent – biochemical, NIH compound library profiling, artefact control for MLSCN library redox annotation, primary screen | actives 0.03% (n = 200,000) | DTT-dependent redox cycling H2O2, phenol red/HRP absorbance; 100% = 100 µM peroxide control, 0% = buffer | activation, % at 10 µM;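 active means activation of at least 50% relative to the plate's high and low controls in the primary single-dose screen; inactive means activation below 50%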;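 further: compound incubated with DTT at 0.8 mM final as the reducing agent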
An asterisk follows results filed as active; / = no result given. Unless noted, no stated cut-off is given here; in the data, active means inhibition above about 50%; inactive means the rest.

SMILES	L major viab	TLR4 MyD88 comp	G6PDH counter	PMI act hi M6P	RAM inhibit	Hsp70 activator	S1P3 antag	Diaphorase act	Diaph inh CS	PMI activator	Redox H2O2 prof
Cc1ccc(SCC(=O)NC(=O)NC(C)C)c(C)c1	5	4	13	0.9	1.9	-0.1	-5	0.9	6	0.9	0.2
CCCNS(=O)(=O)c1ccc(OCC(=O)NCCCOC)cc1	-5	-9	10	1	4.1	-0.2	-8	1	-1	1	0.8
O=C(Nc1cccc(C(=O)O)c1)/C(=C\c1ccc2c(c1)OCO2)NC(=O)c1ccc(Br)cc1	-4	-6	1	1.4	4.1	-0.1	-15	1.1	-14	1.3	-0.7
CCOc1cccc(C(=O)N(Cc2ccco2)C2CCS(=O)(=O)C2)c1 (stereo unspecified)	-3	7	3	1.2	2.7	0.7	9	1.1	-8	1.2	3.1
COC(=O)CN(c1ccccc1[N+](=O)[O-])S(=O)(=O)c1ccccc1	3	-9	10	1.1	-0.9	-0.3	-18	1	0	0.9	-0.5
CCOC(=O)Cc1csc2nc3sc(C)c(C)c3c(=O)n12	4	11	-19	0.9	-0.1	-0.2	-16	0.9	8	0.9	0.7
CNCc1ccccc1Sc1cccc(O)c1	-8	-6	-3	1	0.7	-0.1	5	0.9	8	1.1	-0.1
O=C(Oc1c(CN2CCOCC2)cc(Cl)c2cccnc12)c1ccccc1	100*	-7	5	0.4	1.4	-0.3	-8	0.7	30	0.8	-0.3
Cc1ccc2nc3sc(C(=O)Nc4ccc(N5CCOCC5)cc4)c(N)c3cc2c1	0	3	-62	0.8	0.9	0.1	/	0.5	48	0.8	1.8
COc1cccc(=O)c2c(C)oc(C)c12	-2	12	7	1	1.8	-0.6	-6	0.8	16	1	1.0
Cc1cc(C)c2nc(N)sc2c1	-4	-2	-19	0.9	1.2	0.1	8	0.9	12	0.9	-3.2
O=C(COc1ccc(Cl)cc1)NCc1ccncc1	-7	6	-1	1	-0.1	-0.1	-18	1	4	1	-0.1
Cc1cc2cc(CCNC(=O)C(=O)c3c[nH]c4ccccc34)c(=O)[nH]c2cc1C	5	8	1	0.9	3.7	-0.5	-16	0.3	70*	0.8	-0.1
O=C(CP(=O)(c1ccccc1)c1ccccc1)N1CCOCC1	-9	5	8	/	2.5	-0.1	-4	/	/	/	0.4
COc1ccccc1CNC(=O)c1cc2c(C)nn(Cc3ccc(F)cc3)c2s1	21	11	4	0.9	8.3	-0.3	/	0.8	18	1	0.1
C=CCNC(=O)c1ccc(Cn2cc(C(F)(F)F)ccc2=O)cc1	-4	-1	12	1	1.9	-0.1	2	1	3	1	-1.6
Oc1oc(-c2cccc3ccccc23)nc1/C=N/c1nccs1	2	7	-23	0.9	1.4	-0.3	-25	0.9	9	0.9	0.1
O=C(/C=C/c1ccc2c(c1)OCO2)c1ccc(F)cc1	7	4	5	1	0.9	0.3	20	0.9	8	0.9	0.7
COc1ccccc1C(=O)n1nc(C)cc1C	-5	-1	2	1	0.6	0.3	-14	0.9	15	1	-0.1
O=C(N/C(=C\c1cn(-c2ccccc2)nc1-c1ccccc1)C(=O)N1CCOCC1)c1ccccc1	-2	12	2	0.9	7.2	-0.2	4	0.9	10	0.9	0.9
CC(=O)Nc1ccc(Nc2nc(C)c([N+](=O)[O-])c(Nc3ccccc3)n2)cc1	91*	-1	0	0.9	8.1	-0.5	-6	0.7	28	0.9	0.3
COc1ccc(S(=O)(=O)N2CCC[C@H]2C(=O)NC2=NCCS2)cc1	-3	-6	9	1	-0.4	-0.2	/	0.9	10	1	3.0
Cc1sc(N)nc1-c1ccccc1	-8	-1	1	1.1	2.2	0.3	0	1	-3	1.1	-0.3
CCC(NS(=O)(=O)c1ccc(C)cc1)C(=O)O (stereo unspecified)	-8	-17	4	1.1	1.0	-0.1	/	1	3	1	1.9
O=C(Nc1cc(Sc2ccccn2)cc([N+](=O)[O-])c1)c1ccc([N+](=O)[O-])cc1	-6	-4	-4	0.9	3.2	-0.3	/	0.9	14	0.9	4.0

The list continues.
SMILES	L major viab	TLR4 MyD88 comp	G6PDH counter	PMI act hi M6P	RAM inhibit	Hsp70 activator	S1P3 antag	Diaphorase act	Diaph inh CS	PMI activator	Redox H2O2 prof
COc1cccc(C(=O)Nn2cnnc2)c1	2	-14	1	1.1	4.1	-0.2	-9	0.9	8	1.1	-0.6
CN(CCNC(=O)c1cn(C)c2ccc(S(=O)(=O)N(C)C)cc2c1=O)CCc1ccccc1	5	-4	-1	0.9	0.7	-0.1	-11	0.9	5	0.9	0.0
O=C(COc1cccnc1[N+](=O)[O-])Nc1ccc2c(c1)OCO2	-6	2	5	0.9	2.0	-0.1	-9	0.9	9	0.9	0.7
CCOc1ccc(NC(=O)C23CC4CC(C2)CC(c2ccccc2)(C4)C3)cc1	14	-9	0	1	8.6*	-0.2	/	0.9	14	1	5.7
C=C(C)C1CC=C(C)/C(=N/NC(=O)CNc2ccc(C)cc2C)C1 (stereo unspecified)	4	-8	-1	1	1.8	-0.1	6	0.9	7	1	0.0
CCCCCCC(=O)Nc1nnc(CC)s1	-7	-7	1	1.1	1.4	0.1	/	1	-2	1	0.4
NC(=O)c1c(NC(=O)CN2CCOCC2)sc2c1CCC2	-2	-6	2	1.1	1.1	-0.2	-8	1	0	1.1	0.3
N#Cc1ccc(OCC(O)CS(=O)(=O)c2ccc(F)cc2)cc1 (stereo unspecified)	-1	-1	19	1	1.5	-0.5	-20	1.1	-5	1	-0.1
CCOc1ccc(OCC(=O)NCCc2nc3ccccc3[nH]2)cc1	-6	0	9	1.1	0.9	-0.1	/	1	0	1.1	1.4
CCC(C)NC(=O)C1CCC(=O)N(c2ccc3c(c2)OCO3)C1c1ccc(OC)cc1 (stereo unspecified)	-5	-8	-6	0.9	0.3	0.0	-23	0.9	6	0.9	0.0
Cc1ccc(-n2[nH]c(C)c(C=Nc3ccc(Br)cn3)c2=O)cc1	-9	5	3	1	1.1	-0.1	-12	0.8	15	1.1	-0.7
N#CC1=C(SCC(=O)c2ccc(Br)cc2)NC2=C(C(=O)CCC2)C1c1ccco1 (stereo unspecified)	40	-2	11	1.4	5.3	0.1	/	0.7	27	1.1	0.4
O=C(Nc1cccc(-c2nnc(-c3ccccc3)o2)c1)C1CCCO1 (stereo unspecified)	0	7	24	0.9	2.1	0.0	-24	0.9	5	0.9	0.5
CCCCn1cnc2c(cnn2-c2ccc(Cl)cc2)c1=O	-3	-2	9	0.9	0.9	0.2	-20	0.9	14	0.9	3.0
COc1cc2c(cc1OC)CN(C(=O)c1ccc(S(=O)(=O)N3CCCCC3)cc1)CC2	46	-12	14	1	0.1	-0.2	9	0.9	6	0.9	-0.4
O=C(Cc1ccc2cccnc2c1)c1ccc(O)cc1O	-8	7	9	1	0.5	0.0	1	0.9	10	1	1.6
COc1ccc(CN(C)C(C)C(=O)Nc2ccc(S(=O)(=O)N3CCOCC3)cc2)c(OC)c1 (stereo unspecified)	-1	-18	6	0.9	-0.1	-0.3	4	0.9	14	0.9	0.6
COc1ccc(NC(=O)/C=C/C(=O)O)cc1Cl	2	-12	-8	0.9	1.9	0.0	/	0.9	10	0.9	-3.2
CC1=N/C(=C\c2ccc([N+](=O)[O-])cc2)C(=O)N1c1ccc(Br)c(C)c1	0	-1	8	0.8	0.6	0.3	/	1	3	0.9	1.6
Cc1c(/C=N/NC(=O)C(C)(C)Oc2ccc(Cl)cc2)cnn1C	-5	14	-4	1	1.4	-0.3	/	0.9	10	1	-0.7
CC(c1ccccn1)N(Cc1ccco1)C(=S)Nc1cccc(F)c1 (stereo unspecified)	5	4	5	0.9	0.5	-0.2	12	1	-3	0.9	0.7
CCn1c(=O)c2c(cnn2C)c2ccccc21	-4	4	3	1	-0.2	-0.3	22	0.9	8	0.9	1.5
O=C(COc1ccc(Cl)cc1Cl)NC(=S)N1CCCc2ccccc21	7	9	17	1.5	1.3	-0.1	/	0.9	13	1.2	-0.2
CNc1ccc(/C=C/C(=O)c2cccc3ccccc23)cc1[N+](=O)[O-]	99*	-3	-5	0.9	4.5	-0.4	-3	0.8	20	1	-0.2
Cc1ccc(NC(=O)Cc2cc(C(=O)O)c3ccccc3n2)c(C)c1	29	9	20	1.1	4.5	-0.2	8	1	2	1.1	-1.5

Whole records, looked up by structure.
Entry for `CC(c1ccccn1)N(Cc1ccco1)C(=S)Nc1cccc(F)c1` (stereo unspecified) → L major viab: 5; TLR4 MyD88 comp: 4; G6PDH counter: 5; PMI act hi M6P: 0.9; RAM inhibit: 0.5; Hsp70 activator: -0.2; S1P3 antag: 12; Diaphorase act: 1; Diaph inh CS: -3; PMI activator: 0.9; Redox H2O2 prof: 0.7
Entry for `Cc1ccc(NC(=O)Cc2cc(C(=O)O)c3ccccc3n2)c(C)c1` → L major viab: 29; TLR4 MyD88 comp: 9; G6PDH counter: 20; PMI act hi M6P: 1.1; RAM inhibit: 4.5; Hsp70 activator: -0.2; S1P3 antag: 8; Diaphorase act: 1; Diaph inh CS: 2; PMI activator: 1.1; Redox H2O2 prof: -1.5

The results go on:
SMILES	L major viab	TLR4 MyD88 comp	G6PDH counter	PMI act hi M6P	RAM inhibit	Hsp70 activator	S1P3 antag	Diaphorase act	Diaph inh CS	PMI activator	Redox H2O2 prof
O=C(O)C1CCN(c2nc(-c3ccccc3)nc3c2oc2ccccc23)CC1	2	1	8	1	0.8	-0.1	23	0.9	7	1	2.6
COc1ccccc1NC(=O)CSc1nnnn1C	-3	-8	-5	1	0.2	0.1	7	0.8	17	0.9	-0.4
C=CCn1c(=O)n(CCOC)c(=O)c2sc3ccccc3c21	-6	3	-3	0.9	1.5	-0.1	-16	0.9	14	0.9	-0.7
Cc1ccnc(NS(=O)(=O)c2ccc(NC(=O)C34CC5CC(CC(C5)C3)C4)cc2)n1	-3	3	7	1.1	2.0	-0.1	/	0.9	10	1.1	0.0
CCOC(=O)c1c(NC(=O)CSc2nc3ccccc3o2)sc(C(C)=O)c1C	-3	-19	-8	0.9	9.2*	-0.3	-10	0.7	29	0.9	0.0
COC(=O)C1CC(O)CN1C(=O)Nc1cccc(C(F)(F)F)c1 (stereo unspecified)	-5	-3	14	1	1.0	0.2	-2	1.3	-26	1.1	-0.4
Cc1onc(-c2c(F)cccc2Cl)c1C(=O)OCC(=O)Nc1c(C)n(C)n(-c2ccccc2)c1=O	-2	5	5	1.2	2.0	-0.2	/	1.2	-16	1.1	-0.5
COc1ccc(CNC(=O)c2noc3c2CCCC3)cc1	-3	-6	2	1	0.9	-0.1	-3	0.9	7	1	-3.2

Screening data as filed in PubChem BioAssay.
